# Pf apPOL block: Pf-apPOL DNA polymerase inhibition; Recombinant Pf-apPOL, molecular beacon fluorescence, 1.5 h; inhibition, % at 10 µM; 210,000 compounds, 0.25% hits; AID 1794808
# mHTT CaM bind: inhibitors of human mutant huntingtin-calmodulin interaction; AlphaScreen His-mHTT/GST-CaM binding, luminescence; inhibition, % at 15 µM; 190,000 compounds, 3.6% hits; AID 1671202;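 note: 0% = both proteins with DMSO and 100% = one protein alone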
# * = called active by the depositor; nt = not tested or not shown; & = joins results of further samples. Cut-off read from the data, not from the text of the source: active = inhibition above about 50%; inactive = the rest. No enrichment for hits; about 3.7% have a hit in one of these screens.
SMILES	mHTT CaM bind	Pf apPOL block
Cc1ccc(N2CCN(S(=O)(=O)c3ccccc3)C(C)C2=O)cc1F (stereo not drawn)	-5	-2
Cc1cccc(C)c1NC(=O)CN(c1ccccc1Cl)S(=O)(=O)c1ccccc1	-1	-1
COc1cccc2c1ncc1c(=O)n3c(C)cccc3nc12	0	-4
Nc1c(C(=O)NCc2ccccn2)nnn1-c1ccc(OC(F)(F)F)cc1	1	-7
CN1CCC(=O)N([C@H](CSc2ccccc2)c2ccccc2)CC1	16	-10
COc1ccccc1CN1CCC(O)CC1	-3	0
Cc1noc(-c2nn(C)c3c2CN(C(=O)CCC(C)C)CC3)n1	-7	-4
COc1ccc(C2N(c3ccc(F)cc3)C(=O)C3CCCN32)cc1 (stereo not drawn)	2	-1
CN(C)CCNC(=O)c1cn2cc(-c3ccc(F)cc3)ccc2n1	8	7
CCN1c2ccc(C)cc2C(=O)NC12CCN(C(=O)Cc1ccc(Cl)cc1)CC2	0	-2
CN(C)c1ccc(CN(C)C2CCCCC2)cc1	23	-4
Cn1cnc(S(=O)(=O)Nc2ccc(N3CCCCC3)cc2)c1	nt	5
COc1ccc(C)cc1NC(=O)CN1CCC(c2nc(-c3ccccc3Cl)no2)CC1	-9	-4
COc1cc(Cl)ccc1C(=O)N1CCN(c2nc(CN3CCOCC3)cs2)CC1	20	-2
Cc1cc(NCCOCCO)n2c(nc3ccccc32)c1C#N	2	-12
Cc1csc(-c2cn(CC(=O)Nc3ccc(C)c(F)c3)cn2)n1	-4	-1
COc1ccccc1N1C(=O)/C(=C/c2ccc([N+](=O)[O-])cc2)C=C1c1ccccc1	32	-1
Cc1ccc(C(=O)c2ccc(N3CCN(C(=O)c4cccs4)CC3)c(F)c2)cc1C	-4	-2
O=C1CN(c2ccc(Br)cc2)C(=O)N1	-6	-10
CC(=O)c1ccc(NC(=O)c2ccc(S(=O)(=O)c3ccc(Cl)cc3)cc2)cc1	1	-1
Cc1cccc(-n2nc3c(c2NC(=O)C2CCCCC2)CSC3)c1C	28	-2
Cc1cc(Nc2cc(Cl)cc(Cl)c2)n2ncnc2n1	-1	0
O=C(Cn1[nH]c2c(cnc3ccc(F)cc32)c1=O)Nc1ccc(F)c(Cl)c1	38	4
COc1cccc(-c2cn3c4c(=O)n(C)c(=O)n(C)c4nc3n2-c2ccc(C)cc2)c1	5	-1
CCc1ccc(-c2cc(O)cc3sc(=O)oc23)cc1	73*	6
COc1ccccc1NC(=O)N1CCC(CNC(=O)c2cc(Cl)ccc2Cl)CC1	-1	-6
COc1ccccc1/C=C1\SC(=O)N(Cc2ccc(F)cc2)C1=O	-3	-6
Cc1cccc(-n2nc(C)c3sc(N4CCCN(C(=O)c5ccoc5)CC4)nc32)c1	31	0
CCN(CC)c1ccc(C=Nc2ccc([N+](=O)[O-])cc2OC)c(O)c1	10	0
CCCC(=O)N1CCN(c2nc3c(s2)c(C)nn3-c2ccccc2)CC1	2	-2

# Continuation.
SMILES	mHTT CaM bind	Pf apPOL block
Cc1nc(C)c(-c2ccnc(N)n2)o1	nt	-3
O=C(Cc1cccc(Cl)c1)N1CCC(CCOc2ccncc2)CC1	17	2
Cc1ccccc1CSC1=NCCN1C(=O)c1ccc(OC(C)C)cc1	-12	-2
COc1ccccc1CC(=O)Nc1ccc(-c2nc3ccccc3[nH]2)cc1	21	8
Cn1ncc(N2CCC(C(=O)NC3CCc4ccccc43)CC2)cc1=O (stereo not drawn)	5	-6
O=C(c1noc2c1CCCC2)N1CCc2ccccc2C1	-14	-2
CCNC(=O)N1CC(C(=O)NCC2CC2)CC(c2ccc(F)c(C)c2)C1 (stereo not drawn)	44	9
O=C(Nc1cnc(-c2ccccc2)nc1)c1cc([N+](=O)[O-])cc([N+](=O)[O-])c1	4	0
O=C(Nc1cccs1)Nc1ccccc1NC(=O)c1ccccc1F	4	5
COc1ccc(CCNC(=O)c2nnn3c2COC(c2ccc(C)cc2)C3)cc1OC (stereo not drawn)	11	-2
O=C(COc1ccccc1)N1CCC2(CC1)Nc1cccnc1NC2=NCc1ccccc1	17	-3
CCC(=O)Nc1nc2n(n1)C(c1ccccc1)CC(c1ccc(Cl)cc1)N2 (stereo not drawn)	7	-5
CCCNc1cc(N2CCCC(CCC(=O)N3CCN(C(=O)OCC)CC3)C2)ncn1 (stereo not drawn)	8	-5
CC(C)c1n[nH]c(C2CCCN2C(=O)CCc2nc3ccccc3[nH]2)n1 (stereo not drawn)	2	-4
COc1cc(NC(=O)N2CCC(c3cnn(-c4ccccc4)c3)CC2)cc(OC)c1OC	31	-4
O=C(c1ccccc1)N1CCN(Cc2cccc(Br)c2)CC1	2	4
Cc1cccc(OCC(=O)N2CCc3c(c(-c4nc(-c5cccc(F)c5)no4)nn3C)C2)c1	-13	-4
C=CCNC(=S)Nc1ccc(Oc2cc(C(F)(F)F)cc(C(F)(F)F)c2)cc1	nt	7
COc1ccc(C=CC(=O)c2ccccc2)c(OC)c1	-44	-3
Cc1ccccc1C(=O)Nc1nnc(SCC(=O)NC2CCCCC2)s1	1	-9
O=C(c1ccc(F)cc1)N1CCCC(c2nnc(-c3ccccc3)o2)C1 (stereo not drawn)	-4	-7
Cc1nc2nc(SCC(=O)NCCN3CCOCC3)nn2c(C)c1Cc1ccccc1Cl	11	-6
O=C(NCc1ccncc1)c1cnccn1	2	2
O=C(O)c1c[nH]c2cc3c(cc2c1=O)OCCO3	4	5
Cc1noc(NS(=O)(=O)c2ccc(NC(=O)c3cc([N+](=O)[O-])cc([N+](=O)[O-])c3)cc2)c1C	-1	-20
COc1ccc(C(=O)NCC2COC3(CCCC3)O2)cc1OC (stereo not drawn)	-5	1
CCCc1nc2cccnc2n1C1CCN(S(=O)(=O)c2ccc(NC(C)=O)cc2)C1 (stereo not drawn)	2	-3
Cc1onc(-c2ccccc2)c1-c1nc(CSc2ccc(C(F)(F)F)cn2)no1	nt	2&-11
CCC(=O)N1CCc2cc(Br)cc(S(=O)(=O)NCCCN3CCOCC3)c21	5	-2
O=c1[nH]c(=S)[nH]c2ccccc12	-1	nt

# Entries of single compounds, quoted from the list.
# COc1ccccc1CC(=O)Nc1ccc(-c2nc3ccccc3[nH]2)cc1 across the screens: mHTT CaM bind = 21; Pf apPOL block = 8
# Cn1ncc(N2CCC(C(=O)NC3CCc4ccccc43)CC2)cc1=O (stereo not drawn) across the screens: mHTT CaM bind = 5; Pf apPOL block = -6

# (listing goes on)
SMILES	mHTT CaM bind	Pf apPOL block
Cc1ccc(N=Cc2cc(Cl)cc([N+](=O)[O-])c2O)cc1Cl	11	-4
CCNC(=O)C1CCC(c2cccc(C(F)(F)F)c2)N(C(=O)C2CC2)C1 (stereo not drawn)	-3	0
CN=C1NC(=O)C(CC(=O)Nc2ccccc2C)S1 (stereo not drawn)	3	2
CCc1ccc(NC(=O)c2ccc(-c3nc4cccnc4n(C)c3=O)cc2)cc1	0	-3
CCS(=O)(=O)NCc1ccc(Cl)c(Cl)c1	3	0
CC1=C(C(=O)Nc2cccc(F)c2)C(c2ccccn2)C2=C(CC(C)(C)CC2=O)N1 (stereo not drawn)	0&-2	0&-11
Cn1cnnc1SCCC(=O)Nc1ccccc1	1	-1
Cc1ccc(NC(=O)c2ccccc2F)cc1[N+](=O)[O-]	nt	-19
C=CCc1cccc2cc(C(=O)Nc3ccc(OC)cc3OC)c(=O)oc12	3	-5
COc1ccc(OC)c(NC(=O)CSc2nc3c(c(=O)n2C)SC(C)C3)c1 (stereo not drawn)	12	3
Cc1ccc(Cl)cc1N1CCN(c2ncnc3c2nc2n3CCCCC2)CC1	99*	-5
CCCN1C(=O)C(CC(=O)NCC(C)C)Sc2ncccc21 (stereo not drawn)	-8	0
CN(C)c1ccc(-c2c([C@H]3[C@@H]4C=CCC[C@@]4(C)C(=O)N3Cc3ccccc3)ccc3ccccc23)cc1	50	-5
CC(=O)Nc1ccc(S(=O)(=O)NCc2ccncc2)cc1	5	1
CCCCOc1ccc(/C=C(\C#N)c2nc3ccccc3[nH]2)cc1	-1	2
Cc1ccc(-c2nn(C)c(=O)c3ccccc23)cc1S(=O)(=O)NC(C)c1ccccc1 (stereo not drawn)	7	-8
Nc1c2c(-c3cccc(F)c3)nc(N3CCCC3)nc2nn1-c1ccc(F)cc1	-1	2
COc1ccc(Cl)cc1NC(=O)C1(c2ccccc2)CCOCC1	-18	-4
NNC(=O)CCn1c2ccccc2c2ccccc21	3	-1
O=C1OC(c2ccc(Cl)cc2)=C/C1=C\c1ccc(F)cc1	3	-3
O=C(NCc1ccccc1Cl)c1c(O)c2cccc3c2n(c1=O)CCC3	2	-2
CCOc1ccc(NC(=O)CSc2nc3c(c(=O)n2-c2ccc(C)cc2)SCC3)cc1	6	0
Cc1ccc(-n2nc3c(c2NC(=O)C(C)C)CSC3)c(C)c1	4	-9
Cc1ccc2cc3cc(C(=O)Nc4ccccc4C)oc3nc2c1	-3	-3
CN(CCNC(=O)CC1CCN(C(=O)c2ccccc2Cl)CC1)C1CCCCC1	4	8
CC(C)n1c(C2CCN(C(=O)Cc3ccccc3F)C2)nc2ccncc21 (stereo not drawn)	-9	-7
COc1cccc(NC(=O)N2CCc3nc[nH]c3C2)c1	-6	0
CCN(CC)S(=O)(=O)c1ccc2oc(C(=O)N3CCC(C)CC3)c(C)c2c1	3	4
CC(C)(C)c1cc(NC(=S)NC(=O)c2ccccc2)n[nH]1	nt	1
COCC(=O)N1CCCC2(C1)Nc1ccccc1NC2=NCc1ccccc1 (stereo not drawn)	51*	-5

# Additional records:
SMILES	mHTT CaM bind	Pf apPOL block
COc1ccc(C(=O)N2CCC(CCOc3cccc(F)c3)CC2)cc1	22	1
CC(C)C1c2cccn2CCN1C(=O)Nc1cccc(C(F)(F)F)c1 (stereo not drawn)	4	-10
COc1ccccc1NS(=O)(=O)c1ccc2[nH]c3c(c2c1)CCCCC3	97*	-2
CCOc1c(OC)cc(/C=C2/C(=O)N(c3ccc(S(N)(=O)=O)cc3)N=C2C)cc1[N+](=O)[O-]	22	3
Cc1cc(O)cc(C)c1NS(=O)(=O)c1ccc(Br)cc1	-7	-2
CS(=O)(=O)N(CC(=O)Nc1ccccc1Cl)c1cccc([N+](=O)[O-])c1	4	0
COc1ccc2cc3cc(C(=O)N4CCOCC4)oc3nc2c1	-3	-1

# Gathered by group, those above with fluorine.
SMILES	mHTT CaM bind	Pf apPOL block
Cc1ccc(N2CCN(S(=O)(=O)c3ccccc3)C(C)C2=O)cc1F (stereo not drawn)	-5	-2
Nc1c(C(=O)NCc2ccccn2)nnn1-c1ccc(OC(F)(F)F)cc1	1	-7
COc1ccc(C2N(c3ccc(F)cc3)C(=O)C3CCCN32)cc1 (stereo not drawn)	2	-1
CN(C)CCNC(=O)c1cn2cc(-c3ccc(F)cc3)ccc2n1	8	7
Cc1csc(-c2cn(CC(=O)Nc3ccc(C)c(F)c3)cn2)n1	-4	-1
Cc1ccc(C(=O)c2ccc(N3CCN(C(=O)c4cccs4)CC3)c(F)c2)cc1C	-4	-2
O=C(Cn1[nH]c2c(cnc3ccc(F)cc32)c1=O)Nc1ccc(F)c(Cl)c1	38	4
COc1ccccc1/C=C1\SC(=O)N(Cc2ccc(F)cc2)C1=O	-3	-6
CCNC(=O)N1CC(C(=O)NCC2CC2)CC(c2ccc(F)c(C)c2)C1 (stereo not drawn)	44	9
O=C(Nc1cccs1)Nc1ccccc1NC(=O)c1ccccc1F	4	5
Cc1cccc(OCC(=O)N2CCc3c(c(-c4nc(-c5cccc(F)c5)no4)nn3C)C2)c1	-13	-4
C=CCNC(=S)Nc1ccc(Oc2cc(C(F)(F)F)cc(C(F)(F)F)c2)cc1	nt	7
O=C(c1ccc(F)cc1)N1CCCC(c2nnc(-c3ccccc3)o2)C1 (stereo not drawn)	-4	-7
Cc1onc(-c2ccccc2)c1-c1nc(CSc2ccc(C(F)(F)F)cn2)no1	nt	2&-11
CCNC(=O)C1CCC(c2cccc(C(F)(F)F)c2)N(C(=O)C2CC2)C1 (stereo not drawn)	-3	0
CC1=C(C(=O)Nc2cccc(F)c2)C(c2ccccn2)C2=C(CC(C)(C)CC2=O)N1 (stereo not drawn)	0&-2	0&-11
Cc1ccc(NC(=O)c2ccccc2F)cc1[N+](=O)[O-]	nt	-19
Nc1c2c(-c3cccc(F)c3)nc(N3CCCC3)nc2nn1-c1ccc(F)cc1	-1	2
O=C1OC(c2ccc(Cl)cc2)=C/C1=C\c1ccc(F)cc1	3	-3
CC(C)n1c(C2CCN(C(=O)Cc3ccccc3F)C2)nc2ccncc21 (stereo not drawn)	-9	-7
COc1ccc(C(=O)N2CCC(CCOc3cccc(F)c3)CC2)cc1	22	1
CC(C)C1c2cccn2CCN1C(=O)Nc1cccc(C(F)(F)F)c1 (stereo not drawn)	4	-10

# Compound activity: PubChem, University of Kansas High Throughput Screening Laboratory
